CHOP inhibitor: blocks CHOP induction under ER stress. CHO-K1 CHOP-promoter luciferase, tunicamycin-induced, 15-18 h. AID 2732. inhibition, % at 10 µM. 220,000 tested, 3.8% active;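 active = compounds that reduced the stress-induced luciferase reporter signal by more than about 70% of percent inhibition, limit read from the data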;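 also: 0% = tunicamycin plus vehicle and 100% = wells without tunicamycin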
NPY-Y1 PAM-ag: human NPY-Y1 potentiation or agonism, primary screen | 220,000 tested, 0.37% active | NPY-Y1 expressing cells, potentiator/agonist activation | activation, % at 3.6 µM | P25929; in the data active = activation above about 33%, passing the limit was not always enough;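 also: cells stimulated with NPY at EC10 then isoproterenol at EC100; 0% = low agonist plus stimulus and 100% = saturating agonist plus stimulus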
Target sequence (P25929 whole entry, looked up): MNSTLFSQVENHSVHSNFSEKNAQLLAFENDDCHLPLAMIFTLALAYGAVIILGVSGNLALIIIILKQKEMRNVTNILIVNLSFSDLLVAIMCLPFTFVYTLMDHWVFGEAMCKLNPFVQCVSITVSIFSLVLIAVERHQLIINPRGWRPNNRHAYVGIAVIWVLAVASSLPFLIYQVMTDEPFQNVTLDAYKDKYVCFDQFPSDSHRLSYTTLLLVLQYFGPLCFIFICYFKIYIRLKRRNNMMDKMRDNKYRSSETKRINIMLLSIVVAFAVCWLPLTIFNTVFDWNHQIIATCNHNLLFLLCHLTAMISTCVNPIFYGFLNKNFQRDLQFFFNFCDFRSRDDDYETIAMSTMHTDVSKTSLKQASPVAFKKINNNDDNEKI
BaF3 parental: reduces parental Ba/F3 cell viability, JAK2V617F counter-screen. CellTiter-Glo ATP luminescence. inhibition, % at 5.6 µM. 220,000 tested, 1.1% active;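 active = inhibition above a per-campaign cutoff, the mean inhibition of all tested compounds plus 3 SD, cut at about 27% in these data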;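 also: 0% = DMSO wells and 100% = JAK Inhibitor I control wells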
S1P4 antag: human S1P4 receptor antagonism | AID 1510 | O95977 | S1P4-expressing cells, antagonist mode, reporter read-out | inhibition, % at 4.98 µM | 220,000 tested, 0.26% active; in the data active = inhibition above about 29%;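 also: 0% = wells stimulated with agonist and 100% = vehicle wells without agonist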
p47phox inh: inhibitors of human p47phox binding; P14598; p47phox/p22phox peptide binding, fluorescence polarization, 2 h; inhibition, % at 24.7 µM; 220,000 tested, 0.53% active;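 active = inhibition above about 30%, limit read from the data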;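 also: 0% = p47phox with labelled peptide and 100% = labelled peptide alone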
Target sequence (P14598 whole entry, looked up): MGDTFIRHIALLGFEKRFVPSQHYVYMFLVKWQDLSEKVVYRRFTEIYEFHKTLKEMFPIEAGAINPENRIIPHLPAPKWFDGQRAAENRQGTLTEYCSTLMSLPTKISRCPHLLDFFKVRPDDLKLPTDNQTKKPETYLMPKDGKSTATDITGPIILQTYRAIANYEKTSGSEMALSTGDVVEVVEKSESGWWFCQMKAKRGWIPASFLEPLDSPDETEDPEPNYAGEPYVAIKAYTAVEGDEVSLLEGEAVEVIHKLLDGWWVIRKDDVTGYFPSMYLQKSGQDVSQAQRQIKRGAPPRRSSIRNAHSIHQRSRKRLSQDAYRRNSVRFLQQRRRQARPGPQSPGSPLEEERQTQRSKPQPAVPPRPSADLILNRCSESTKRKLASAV
NPY-Y2 PAM-ag: potentiators or agonists of human neuropeptide Y receptor Y2 | cells expressing NPY-Y2, potentiator/agonist read-out | 220,000 tested, 0.45% active | activation, % at 3.6 µM | P49146; in the data active = activation above about 27%;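 also: cells stimulated with NPY near EC25 plus isoproterenol at EC100; 0% = vehicle plus submaximal agonist and 100% = vehicle plus saturating agonist; some results beyond the cut were filed as inactive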
Ba/F3 V617F tox: lowers viability of Ba/F3 cells expressing EpoR and JAK2V617F; ATP luminescence; inhibition, % at 5.6 µM; 220,000 tested, 1.1% active; AID 1446;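 active = inhibition above the campaign mean plus 3 SD over all tested compounds, cut at about 24% in these data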;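 also: cytokine-independent growth of Ba/F3 cells driven by EpoR plus mutant JAK2; 0% = DMSO-treated cells and 100% = JAK inhibitor I control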
NPY Y1 blocker: antagonists of human neuropeptide Y receptor Y1 | AID 1040 | HEK293-CNG Y1 cells, membrane potential fluorescence; NPY at EC95, then isoproterenol | P25929 | 200,000 tested, 1% active | inhibition, % at 3.6 µM;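 active = inhibition above the campaign mean inhibition of all tested compounds plus 3 SD, cut at about 20% in these data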;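 also: 0% = DMSO wells given NPY plus isoproterenol and 100% = isoproterenol alone without NPY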
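Material: HEK293 cells co-expressing NPY Y1 receptor and cyclic-nucleotide gated channel. Timing: compound incubation 1 h at room temperature, readout 45 min post-stimulation. Signal: fluorescence, membrane potential probe.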
S1P4 ag: agonists of human S1P4 receptor; O95977; S1P4-expressing cell line, agonist reporter assay; activation, % at 4.98 µM; 220,000 tested, 0.35% active; AID 1509; in the data active = activation above about 11%;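 also: 0% = DMSO vehicle and 100% = reference agonist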
Active calls of the source: *; . = not tested or not shown. Rows are unselected (roughly 7.1% active in at least one column).

canonical_smiles | p47phox inh | NPY Y1 blocker | NPY-Y1 PAM-ag | S1P4 ag | CHOP inhibitor | Ba/F3 V617F tox | NPY-Y2 PAM-ag | BaF3 parental | S1P4 antag
COC(=O)CSc1nnc(-c2ccco2)n1Cc1ccco1 | -4 | 0 | 3 | 2.8 | -58 | 0 | 15 | 1 | -31
COC(=O)c1ccccc1NC(=O)Cn1c(SC)c(F)cnc1=O | -4 | 2 | -21 | 0.6 | 59 | 0 | -2 | 5 | -18
CNC(=O)c1cccc2nc3ccccc3nc12 | 6 | . | -2 | 0.0 | -3 | -1 | -9 | 2 | -3
COc1ccc(NC(=O)C2=NN(C3CCS(=O)(=O)C3)C(=O)CC2)cn1 (centres undefined) | 1 | 2 | -8 | 0.7 | -1 | 0 | 1 | 4 | -7
COc1ccc(C(=O)CNc2ccc3ccccc3c2)cc1 | -4 | 2 | -2 | -0.7 | 18 | 3 | -27 | 13 | -3
COc1ccccc1C1C(C(C)=O)=C(O)C(=O)N1CCc1ccccc1 (centres undefined) | 1 | -2 | 12 | 0.4 | 42 | 1 | -6 | 4 | -17
N#C/C(=C\c1ccc(-c2ccccc2[N+](=O)[O-])o1)C(N)=O | -9 | . | 0 | 0.1 | 17 | 3 | -3 | -2 | 5
c1ccc(COc2ccc(Nc3ncnc4nc[nH]c34)cc2)cc1 | -13 | -5 | 18 | -1.6 | 56 | 5 | 9 | 6 | 1
Cc1c(NC(=O)c2ccccc2N)cccc1C(=O)O | -15 | 5 | -5 | -0.4 | -18 | 4 | -7 | 5 | -4
Nc1nc(CSC(=S)N2CCCCC2)nc(Nc2ccccc2)n1 | 1 | 10 | 29 | -1.7 | 7 | -3 | -2 | 3 | 0
CC1CCCCC1NC(=O)COC(=O)COc1ccc(Cl)cc1 (centres undefined) | -12 | 1 | -13 | 2.5 | -4 | -5 | -17 | 0 | -11
O=C(c1c[nH]c(C(=O)N2CCN(Cc3ccccc3)CC2)c1)C1CCCCC1 | -6 | 1 | -2 | -1.1 | 35 | 4 | 0 | 4 | -12
O=C(CCc1nc2ccccc2[nH]c1=O)N/N=C/c1ccccc1 | -10 | -3 | -10 | 3.5 | 7 | 5 | 3 | 12 | 2
COc1cc(C(=O)NCC(C)C)cc(OC)c1OC | 11 | -2 | 19 | 0.2 | -6 | 3 | -10 | 6 | 17
Cc1cc(C)c2cc(C(=O)N(C)C3CCN(C)CC3)[nH]c2c1 | 3 | . | 11 | 1.1 | 13 | -1 | 8 | -1 | 4
COc1ccc(C(=S)N2CCCC2)cc1 | -13 | -2 | 11 | 1.4 | 11 | 0 | 2 | 0 | -25
CCc1cccc2c(C(=O)CSc3nncn3C)c[nH]c12 | 3 | 2 | 2 | 1.4 | -3 | 1 | 0 | 3 | 0
CCn1c(SCC(=O)Nc2ccc(NC(=O)c3ccco3)c(OC)c2)nc2ccccc2c1=O | 2 | 7 | -20 | 0.5 | 45 | -1 | -2 | -1 | 7
Cc1sc(NC(=O)c2ccccc2)c(C(=O)NC(C)C)c1C | -7 | 1 | -3 | 1.8 | 31 | 0 | 11 | 2 | 2
O=C(CCSc1nc(-c2ccco2)cc(C(F)(F)F)n1)N1CCCc2ccccc21 | -15 | 20 | -54 | 1.8 | 27 | -1 | -11 | 5 | 8

Quoted at random: seven compounds from above.
canonical_smiles | p47phox inh | NPY Y1 blocker | NPY-Y1 PAM-ag | S1P4 ag | CHOP inhibitor | Ba/F3 V617F tox | NPY-Y2 PAM-ag | BaF3 parental | S1P4 antag
Cc1sc(NC(=O)c2ccccc2)c(C(=O)NC(C)C)c1C | -7 | 1 | -3 | 1.8 | 31 | 0 | 11 | 2 | 2
CCc1cccc2c(C(=O)CSc3nncn3C)c[nH]c12 | 3 | 2 | 2 | 1.4 | -3 | 1 | 0 | 3 | 0
COc1cc(C(=O)NCC(C)C)cc(OC)c1OC | 11 | -2 | 19 | 0.2 | -6 | 3 | -10 | 6 | 17
O=C(c1c[nH]c(C(=O)N2CCN(Cc3ccccc3)CC2)c1)C1CCCCC1 | -6 | 1 | -2 | -1.1 | 35 | 4 | 0 | 4 | -12
CCn1c(SCC(=O)Nc2ccc(NC(=O)c3ccco3)c(OC)c2)nc2ccccc2c1=O | 2 | 7 | -20 | 0.5 | 45 | -1 | -2 | -1 | 7
COc1ccc(C(=S)N2CCCC2)cc1 | -13 | -2 | 11 | 1.4 | 11 | 0 | 2 | 0 | -25
O=C(CCc1nc2ccccc2[nH]c1=O)N/N=C/c1ccccc1 | -10 | -3 | -10 | 3.5 | 7 | 5 | 3 | 12 | 2

Continuation:
canonical_smiles | p47phox inh | NPY Y1 blocker | NPY-Y1 PAM-ag | S1P4 ag | CHOP inhibitor | Ba/F3 V617F tox | NPY-Y2 PAM-ag | BaF3 parental | S1P4 antag
CCOc1ccc(N=Nc2c(N)[nH][nH]c2=O)cc1 | -5 | -1 | 14 | -0.3 | 17 | 4 | 22 | 5 | 0
CN(C)CCCNC(=O)c1cc2c3ccccc3n(C)c2s1 | -7 | 2 | -14 | 1.3 | -5 | -1 | -11 | 2 | -31
Cc1nn(-c2cccc(Cl)c2)c(Cl)c1/C=N/NC(=O)c1cccnc1 | -14 | 5 | 7 | 0.6 | -24 | -2 | 0 | 8 | 2
O=C(CSc1nnc(NC(=O)C2CC2)s1)Nc1ccc(F)cc1 | -13 | 1 | -11 | -0.1 | 27 | 0 | 10 | 0 | -1
Cc1cc(C)c2sc(N(CCN(C)C)C(=O)c3cc(Cl)sc3Cl)nc2c1 | -12 | 7 | 9 | 0.4 | -11 | 0 | -3 | 4 | -10
CC1CCN(c2c(NCC3CCC(C(=O)NCc4ccc(F)cc4)CC3)c(=O)c2=O)CC1 (centres undefined) | -2 | . | 13 | 0.5 | 7 | 0 | -3 | -6 | -3
CCOC(=O)c1ccc2c(c1)nc(COc1ccc(OC)cc1)n2CC | -10 | 6 | -19 | 0.8 | 28 | -4 | 10 | -1 | 1
Cc1ccccc1NC(=O)COC(=O)CCc1nc2ccccc2c(=O)[nH]1 | -12 | 1 | 14 | 1.2 | -2 | 0 | 2 | 7 | -7
c1csc(C(c2nnnn2C2CCCC2)N2CCCC3(CCCCC3)C2)c1 (centres undefined) | -26 | 10 | -16 | -0.7 | 51 | -5 | -4 | 2 | -2
C/C(CCC(=O)OC[C@H]1O[C@H](C#Cc2ccccc2)C=C[C@@H]1Oc1ccc(C)cc1)=N\OC[C@@H](O)[C@H]1O[C@@H]2OC(C)(C)O[C@@H]2[C@H]1O | -10 | 0 | -19 | 0.1 | -72 | -3 | -3 | 6 | -1
O=[N+]([O-])c1ccc(S(=O)(=O)N(CCCN2CCOCC2)Cc2cccs2)cc1 | -10 | 7 | 6 | 0.9 | 4 | 2 | 4 | 5 | 2
Cc1cc(C)cc(-n2ccnc2SCC(=O)O)c1 | 2 | -4 | -10 | -1.5 | -2 | -2 | -20 | 3 | -9
CCOC(=O)c1c(NC(=O)C2C3C=CC(C3)C2C(=O)O)sc2c1CCC(C)C2 (centres undefined) | -11 | 6 | 1 | 0.6 | 45 | 2 | 11 | 5 | -4
COCCNC(=O)CSc1nc(N)c(NC(=O)c2ccccc2F)c(=O)[nH]1 | -4 | -2 | -24 | 0.3 | 0 | 4 | -2 | 9 | -17
O=C(CCn1c(=S)oc2ccccc21)NC1CCCCCCC1 | -10 | . | -4 | 0.5 | -4 | -5 | 0 | -4 | -2
Cc1cccc(NC(=S)N(CCc2nc3cc(C)c(C)cc3[nH]2)Cc2cccnc2)c1 | -8 | 0 | -18 | -1.4 | 80* | -2 | -8 | 7 | -11
O=[N+]([O-])c1cccc(/C=N/Nc2nc(NCc3ccccc3)nc(N3CCOCC3)n2)c1O | -14 | 2 | 6 | -1.4 | 55 | -2 | -13 | 0 | 0
CN(C)CCCn1c(NC(=O)C2CCCCC2)nc2ccccc21 | -12 | 19 | 2 | -1.3 | -4 | -5 | 9 | 0 | 1
CCOc1cc(/C=N/NC(=O)CNc2cccc(C)c2)ccc1OC(=O)c1ccccc1 | -14 | -4 | -4 | 0.3 | 39 | 0 | 7 | -1 | -21
COc1ccc([N+](=O)[O-])cc1NC(=O)c1cccs1 | 4 | -3 | -18 | -0.9 | 0 | 7 | -6 | 5 | -8
O=C(c1c[nH]c2ccc(S(=O)(=O)N3CCOCC3)cc2c1=O)N1CCCC1 | 3 | 4 | 12 | -0.3 | 6 | -3 | 17 | 0 | 3
CC1CC(C)CN(CCCNC(=O)Cn2ncc3c(=O)oc4ccccc4c32)C1 (centres undefined) | -7 | 4 | 1 | -3.0 | 19 | -3 | -4 | 4 | 5
CCCCN1C=CC(=C2N=c3cccc([N+](=O)[O-])c3=N2)C=C1 | -7 | 6 | 3 | -1.2 | -3 | -1 | 12 | 0 | -12
CCSc1nnc(CNc2ccc(C)cc2)n1C | -4 | 7 | -5 | 0.4 | 17 | 2 | -12 | 7 | -15
CCC1(C)Cc2c(sc3[nH]c(=O)[nH]c(=O)c23)CS1 (centres undefined) | -9 | 2 | 12 | 1.6 | -12 | 6 | -17 | 8 | -10
O=C(C1=C(Nc2ccccc2)c2ccccc2S(=O)(=O)N1)c1ccccc1 | -41 | 5 | -29 | -2.2 | -48 | 0 | 1 | 6 | -1
Cc1ccc(C2=NC3(CCCC3)NC2=S)cc1 | -1 | 2 | -12 | 0.2 | -24 | -1 | -4 | 7 | 6
O=C(N/N=C\c1ccc(-c2ccccc2[N+](=O)[O-])o1)C1COc2cc3ccccc3cc2O1 (centres undefined) | -18 | 3 | -21 | 3.2 | 42 | 5 | -14 | 4 | -26
NNC(=O)c1ccc(Cn2cccn2)o1 | -5 | . | 18 | -1.3 | -6 | 3 | 1 | 4 | 11
CCCn1c(SCC(=O)Nc2cccc(C)n2)nnc1-c1ccco1 | -11 | -3 | 9 | -0.7 | 26 | 4 | -3 | 5 | -11
O=C(CNC(=O)C1CCCCC1)OCC(=O)c1ccc(Cl)s1 | -1 | 3 | 5 | -1.1 | 8 | -6 | 13 | 0 | -16
CCOC(=O)N1CCN(C(=O)COc2ccc([N+](=O)[O-])cc2)CC1 | 2 | -4 | 20 | 2.9 | 5 | -4 | 13 | 1 | 8
COc1ccc(NC2=C(NCCO)C(=O)c3ccccc3C2=O)cc1 | -1 | -2 | -12 | 1.1 | -16 | -2 | -14 | 6 | -24
CCC(CC)c1nc(NCCC(=O)O)c2ccccc2n1 | -84 | -6 | -1 | -0.1 | 2 | 4 | 0 | 6 | -1
Oc1ccc(Cl)cc1C1=NNC(c2cc(Br)cc3c2OCOC3)C1 (centres undefined) | -98 | -3 | -5 | 1.8 | 79* | -1 | -2 | 6 | -1
COc1cccc(Cn2cnc3c(NS(=O)(=O)c4cc(Cl)ccc4Cl)c(C)c(C)cc32)c1 | -4 | 3 | 3 | -0.7 | 63 | -1 | -9 | 12 | -2
CCOc1ccccc1C(=O)Nc1ccc(-n2nncc2C(C)(C)C)cc1 | 0 | 2 | 5 | 1.0 | -5 | -3 | 0 | 1 | -10
Cc1ccc(-c2nc(N)sc2CC(=O)OCC(=O)NCC2CCCO2)cc1 (centres undefined) | -22 | 0 | 5 | 0.6 | -8 | -1 | 4 | 8 | -1

Source: PubChem BioAssay (several laboratories)
